From PubChem BioAssay
UBC13 inh: blocks human UBC13 polyubiquitin chain formation; P61088; TR-FRET; inhibition, % at 20 µM; actives 0.47% (n = 330,000); AID 485273; in the data active = inhibition above about 45%, passing the limit was not always enough
Target sequence (P61088 whole entry, looked up): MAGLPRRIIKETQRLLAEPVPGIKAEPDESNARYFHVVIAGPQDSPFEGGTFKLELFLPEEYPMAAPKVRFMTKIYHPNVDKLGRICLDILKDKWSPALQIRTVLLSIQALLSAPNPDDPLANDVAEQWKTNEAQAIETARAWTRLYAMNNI
SENP7 inh: blocks the human protease SENP7; actives 1.5% (n = 330,000); inhibition, % at 5 µM; recombinant SENP7, Z-RLRGG-aminoluciferin luminescence, 40 min;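 active = inhibition above about 50% at the single test dose, limit read from the data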;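 also: plate controls were DMSO with enzyme for no effect and no enzyme buffer wells for full effect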
Target sequence (Q9BQF6 706-1050 limits assumed): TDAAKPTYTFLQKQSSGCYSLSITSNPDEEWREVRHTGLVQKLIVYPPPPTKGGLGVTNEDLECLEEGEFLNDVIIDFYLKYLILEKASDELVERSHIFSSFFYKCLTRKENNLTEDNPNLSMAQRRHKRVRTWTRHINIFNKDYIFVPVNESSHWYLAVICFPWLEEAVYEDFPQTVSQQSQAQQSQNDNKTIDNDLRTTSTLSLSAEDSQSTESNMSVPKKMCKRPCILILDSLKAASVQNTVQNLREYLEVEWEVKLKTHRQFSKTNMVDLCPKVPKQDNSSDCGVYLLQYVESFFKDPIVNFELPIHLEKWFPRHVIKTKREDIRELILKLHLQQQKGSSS
SENP6 inh: SENP6 protease inhibition; Q9GZR1; Recombinant SENP6 catalytic domain, aminoluciferin luminescence; inhibition, % at 10 µM; actives 1.8% (n = 330,000);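 active = inhibition above about 50% at the single tested dose, limit read from the data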;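 also: plate controls were DMSO wells with enzyme for no effect and DMSO wells lacking enzyme for full effect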
HKDC1 inhibitor: blocks human hexokinase HKDC1 activity. Q2TB90. recombinant HKDC1, G6PDH/diaphorase resazurin coupled fluorescence. inhibition, % at 20 µM. actives 0.16% (n = 340,000);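 active = inhibition above about 35% when tested at 20 µM, limit read from the data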;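 also: plate controls were DMSO wells with enzyme for no effect and DMSO wells lacking enzyme for full effect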
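Material: recombinant HKDC1 hexokinase; Amount: HKDC1 at 5 µg/mL; Medium: Tris pH 8.0 buffer with MgCl2, Tween-20, BSA, BME; Schedule: 90 min reaction incubation at room temperature, dark; Technique: coupled resazurin fluorescence, excitation 525 nm, emission 613 nm.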
SENP8 block-1: SENP8 protease inhibition | purified SENP8, Z-RLRGG-aminoluciferin cleavage, luminescence | AID 2540 | inhibition, % at 10 µM | Q96LD8 | actives 1.2% (n = 330,000); in the data active = inhibition above about 50%
Target sequence (Q96LD8 whole entry, looked up): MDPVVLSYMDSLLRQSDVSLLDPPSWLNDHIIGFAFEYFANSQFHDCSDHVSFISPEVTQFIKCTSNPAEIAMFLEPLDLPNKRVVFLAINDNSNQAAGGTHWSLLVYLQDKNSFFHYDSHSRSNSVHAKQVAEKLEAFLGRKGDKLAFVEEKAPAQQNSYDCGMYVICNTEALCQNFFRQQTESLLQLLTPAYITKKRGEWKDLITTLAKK
SENP8 block-2: blocks human SENP8 cleavage of Nedd8 substrate. inhibition, % at 20 µM. recombinant SENP8, Nedd8 substrate fluorescence. AID 602440. Q96LD8. actives 0.64% (n = 360,000); in the data active = inhibition mostly above about 40%, no sharp cut-off; inactive = mostly below about 27%
SENP1 inh: blocks the human SENP1 SUMO protease catalytic domain | Q9P0U3 | recombinant SENP1 catalytic domain, CyPet-SUMO1-YPet FRET cleavage | inhibition, % at 10 µM | actives 0.21% (n = 360,000) | AID 624204;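 active = inhibition at least 30% at 10 µM, raw YFP signal under a set limit, fluorescence ratio 0.5 to 1.5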;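 also: 0% = enzyme with DMSO and 100% = no enzyme wells; some results filed as inactive read as strong as hits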
Target sequence (Q9P0U3 419-644 limits assumed): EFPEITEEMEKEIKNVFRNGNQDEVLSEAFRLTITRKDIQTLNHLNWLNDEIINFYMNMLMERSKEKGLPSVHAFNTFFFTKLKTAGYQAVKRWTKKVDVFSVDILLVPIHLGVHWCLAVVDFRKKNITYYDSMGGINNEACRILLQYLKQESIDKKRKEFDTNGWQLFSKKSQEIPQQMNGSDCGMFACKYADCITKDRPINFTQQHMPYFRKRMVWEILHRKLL
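system = hSENP1 catalytic domain, recombinant | reagent = SFCypet-SUMO1-SFYpet substrate at 25 nM | doses = one dose per compound, 10 µM, 0.5% DMSO | incubation = enzyme reaction for 50 min at room temperature, dark | measured by = FRET, CFP and YFP emission | controls = no-enzyme low, enzyme-DMSO high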
beta cell repl: inducers of beta-cell replication in MIN6 cells; MIN6 cells proliferation, ATPlite luminescence, 48 h; cells starved in 0.2% serum; 100% = growth in 10% serum; proliferation, % at 10 µM; actives 0.29% (n = 330,000);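 active = compounds whose signal lies at least 3.5 SD above the mean of all wells on their plate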;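 also: 0% = DMSO-treated cells in low-serum medium and 100% = 10% serum control; some compounds called inactive have numbers as strong as hits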
PfGluPho inh: PfG6PD (Plasmodium falciparum) enzyme inhibition. actives 0.78% (n = 350,000). PfGluPho enzyme, NADPH resazurin-diaphorase fluorescence. inhibition, % at 20 µM;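 active = inhibition reaching at least a set limit at 20 µM in the primary screen, cut at about 59% in these data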;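 also: 0% = DMSO wells with substrate and 100% = DMSO wells lacking glucose-6-phosphate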
* marks the source's active call; other numbers are inactive results; · = no result given.

Assay codes – A = UBC13 inh; B = SENP7 inh; C = SENP6 inh; D = HKDC1 inhibitor; E = SENP8 block-1; F = SENP8 block-2; G = SENP1 inh; H = beta cell repl; I = PfGluPho inh
CCCCCCCC(=O)NN=C1CCN(Cc2ccccc2)CC1
  A: -6; B: 2; C: -10; D: -13; E: -12; F: 3; G: 2; H: 0; I: -2
Cc1ccc(NC(=O)CCC(=O)NNS(=O)(=O)c2ccccc2)cc1C
  A: 5; B: 5; C: -2; D: -11; E: -6; F: 8; G: 1; H: -2; I: 0
Cc1cc(N2Cc3ccccc3C2)ccc1C=O
  A: -7; B: 11; C: 57*; D: 1; E: 50; F: -2; G: 0; H: -3; I: 22
CCOC(=O)c1[nH]c2c(c1-c1ccccc1)C(=O)CC(c1ccc(OCC)cc1)C2 (stereo not given)
  A: -6; B: 4; C: -6; D: 3; E: 7; F: -10; G: -2; H: -4; I: -1
CCCOc1ccc(/C(O)=C2\C(=O)C(=O)N(CCCOC)C23C(=O)N(C)c2ccccc23)cc1 (stereo not given)
  A: -8; B: -4; C: 6; D: -8; E: 0; F: -95; G: -1; H: -2; I: -38
Cc1ccc(-c2ccc(CCC(=O)O)n2NC(N)=S)cc1
  A: 8; B: 1; C: -12; D: -4; E: 9; F: -25; G: -4; H: 0; I: 10
CC1CCCC(NC(=O)C2N(CCCN3CCCC3)C(=O)C3C(C(=O)Nc4cccc(Cl)c4)C4C=CC32O4)C1C (stereo not given)
  A: 0; B: -5; C: -17; D: -1; E: -5; F: 12; G: 2; H: 0; I: -17
COc1ccc(OC)c(/C=N/n2c(COc3ccccc3)n[nH]c2=S)c1
  A: -3; B: -7; C: 3; D: -1; E: -9; F: -75; G: -1; H: 2; I: 18
CN(CCO)Cc1csc2ccc(Br)cc12
  A: 8; B: 3; C: -5; D: -1; E: -1; F: 3; G: 1; H: 2; I: 16
O=C(O)Cc1ccc(NS(=O)(=O)c2ccc3ccccc3c2)cc1
  A: 2; B: 5; C: 6; D: 2; E: 6; F: 14; G: 1; H: -1; I: -42
CCOc1ccccc1N(CC(=O)Nc1ccccc1)S(=O)(=O)c1ccccc1
  A: 0; B: 10; C: -13; D: -5; E: -7; F: 13; G: 0; H: -1; I: 11
COc1ccc(C(=O)O)c(OC)n1
  A: -6; B: 0; C: -6; D: -7; E: -4; F: -6; G: 1; H: 0; I: -10
Cc1cccc(C)c1NC(=O)NC1(C(=O)NCCCN2CCOCC2)CCCCC1
  A: -4; B: -2; C: 11; D: -12; E: -9; F: 8; G: -1; H: -3; I: -21
Cc1c(Cl)cccc1-c1ccc(C(=O)N2CCN(c3ccc([N+](=O)[O-])cc3)CC2)o1
  A: -15; B: -5; C: -16; D: -3; E: -9; F: 26; G: -11; H: -7; I: -3
CC(=O)OC(C(=O)NC1CCCCC1)c1ccc(C)cc1 (stereo not given)
  A: 5; B: 1; C: -6; D: 1; E: 9; F: 2; G: 2; H: -2; I: -9
CC(CC(=O)Nc1cccc(Cl)c1)c1ccccc1 (stereo not given)
  A: 4; B: 2; C: 2; D: 9; E: 3; F: 12; G: 2; H: 0; I: 14
COc1ccccc1-n1cnc2c(c1=O)c1nc3ccccc3nc1n2-c1ccc(C)cc1
  A: 9; B: 0; C: -3; D: -4; E: -2; F: -374; G: -7; H: -5; I: 14
COc1ccc(C(c2nnnn2Cc2ccccc2)N2CCN(c3nc4ccccc4s3)CC2)cc1OC (stereo not given)
  A: 2; B: 8; C: 0; D: 6; E: 9; F: 18; G: -1; H: -3; I: -4
O=C(c1cc(-c2ccc3c(c2)OCO3)on1)N1CCOCC1
  A: 2; B: 57*; C: 67*; D: -7; E: 32; F: -3; G: 1; H: -5; I: -2
C=CCn1c(C)cc(C(=O)COC(=O)C2CC(=O)N(CCc3ccc(OC)c(OC)c3)C2)c1C (stereo not given)
  A: -9; B: -13; C: -2; D: -5; E: -4; F: 1; G: 1; H: -5; I: -5
Cc1cc(C(=O)OCC(=O)NCCc2ccccc2)c(C)o1
  A: 2; B: 1; C: 0; D: 1; E: 0; F: 10; G: 1; H: -3; I: -6
CC(=O)c1c(O)cc(=O)n(-c2ccccc2)c1-c1cccc2ccccc12
  A: -20; B: -6; C: -23; D: 0; E: -6; F: 26; G: 5; H: 0; I: -10
CC(=O)Nc1ccc(S(=O)(=O)NC2(C(F)(F)F)NC(=O)N(C3CCCCC3)C2=O)cc1 (stereo not given)
  A: 17; B: -1; C: -10; D: 14; E: -5; F: 22; G: 0; H: 0; I: -1
CCc1ccccc1NC(=O)c1cc(S(=O)(=O)N2CCCC2)c[nH]1
  A: -6; B: 3; C: -8; D: -6; E: -3; F: 6; G: 2; H: 3; I: 2
O=C(Nc1nc2c(s1)CCCC2)C1COc2ccccc2O1 (stereo not given)
  A: -7; B: 59*; C: 67*; D: 6; E: 59*; F: 20; G: 0; H: 0; I: 3

Next section
Assay codes – A = UBC13 inh; B = SENP7 inh; C = SENP6 inh; D = HKDC1 inhibitor; E = SENP8 block-1; F = SENP8 block-2; G = SENP1 inh; H = beta cell repl; I = PfGluPho inh
CC(C)CC1NC(=O)C(CC(C)C)N(CO)C1=O (stereo not given)
  A: ·; B: ·; C: ·; D: -11; E: ·; F: -2; G: 1; H: ·; I: -16
O=C(Nc1ccc2oc(-c3cccc(F)c3)nc2c1)c1ccccc1F
  A: -1; B: -7; C: 2; D: -1; E: -6; F: -283; G: 2; H: 0; I: -3
CCOC(=O)Cc1csc(N/C(=N/S(=O)(=O)c2cc(Br)ccc2OCC)c2ccccc2)n1
  A: -4; B: 1; C: -5; D: -10; E: -2; F: -1; G: -2; H: -2; I: -25
COc1ccc(NC(=O)C2CCN(S(=O)(=O)c3ccc4[nH]c(=O)oc4c3)CC2)c(OC)c1
  A: -9; B: -1; C: 9; D: -1; E: 2; F: 23; G: 2; H: -3; I: -12
O=C(O)c1oc2ccc(Br)cc2c1-n1cccc1
  A: 4; B: 5; C: -2; D: -2; E: -2; F: 10; G: -2; H: -1; I: 0
O=C(Cn1c(=S)[nH]c2ncccc2c1=O)NCCc1ccccc1
  A: 14; B: 5; C: -2; D: ·; E: 1; F: ·; G: ·; H: -2; I: ·
COc1cc(Nc2nc3ccccc3n3nnnc23)cc(OC)c1OC
  A: 6; B: 6; C: 5; D: -3; E: 1; F: -7; G: -50; H: 10*; I: -7
CCc1cc(C(=O)N(C)CC(=O)N(CC(C)C)c2c(N)n(CC(C)C)c(=O)[nH]c2=O)sc1C
  A: -3; B: -9; C: 14; D: -3; E: -1; F: 8; G: -5; H: 3; I: 6
CCN(CC)C(=O)C1CCCN(Cc2ccc3ccccc3c2)C1 (stereo not given)
  A: 1; B: -2; C: -15; D: -5; E: -7; F: 13; G: -1; H: 0; I: 12
CC1CCCN(C(=O)c2ccc(CNc3c(N4CCCCC4)c(=O)c3=O)cc2)C1 (stereo not given)
  A: -3; B: 2; C: 4; D: -7; E: 4; F: 7; G: 3; H: -2; I: 0
O=C(OCCN1CCOCC1)c1ccccc1Cl
  A: -2; B: 2; C: -14; D: -4; E: -3; F: 21; G: 0; H: -5; I: -5
O=C(O)CC(CC(=O)Nc1ccc(N2CCOCC2)cc1)c1ccccc1 (stereo not given)
  A: -6; B: 12; C: -8; D: 1; E: -2; F: 4; G: 1; H: 1; I: -4
CCCn1c(=O)c2ccccc2n2c(SCc3nnc(-c4ccccc4Br)o3)nnc12
  A: 5; B: 4; C: 3; D: -7; E: -1; F: -1; G: -1; H: -3; I: 19
O=S(=O)(Nc1nc2ccccc2nc1Cl)c1ccccc1C(F)(F)F
  A: -2; B: 1; C: 3; D: 5; E: -8; F: -58; G: -2; H: 2; I: 2
CCOC(=O)c1ccc(Nc2nc(C)cc(C)c2C#N)cc1
  A: 11; B: 5; C: -4; D: 11; E: 2; F: -269; G: 1; H: -1; I: -7
COc1ccc(CN(C)C(=O)CCc2ccc(S(=O)(=O)N3CCCCCC3)cc2)c(OC)c1
  A: 6; B: -7; C: -6; D: 0; E: -19; F: 6; G: 0; H: 2; I: 2
COC(=O)c1sc2ncn(CC(=O)NCCc3ccc(OC)c(OC)c3)c(=O)c2c1C
  A: -4; B: -7; C: 8; D: -5; E: 6; F: -31; G: -8; H: 0; I: -10
Cc1ccc(S(=O)(=O)N2CCOCC2)cc1NC(=O)COC(=O)c1ccc(Cl)nc1
  A: 4; B: 4; C: -6; D: 0; E: 3; F: -10; G: -1; H: -2; I: -17
CC(C)(C)N1CC23C=CC(C[C@@H]2C1=O)O3 (stereo not given in full)
  A: 8; B: 5; C: -3; D: -2; E: -2; F: 11; G: -2; H: -7; I: -5
O=C(O)C1CC=CCC1C(=O)Nc1cccc(C(=O)N2CCCCC2)c1 (stereo not given)
  A: -3; B: 7; C: -14; D: 3; E: 1; F: 9; G: 1; H: -3; I: -9
CCOC(=O)C(NC(=O)N(C)C)(Nc1sc(C)c(CC)c1C#N)C(F)(F)F (stereo not given)
  A: -6; B: 0; C: -3; D: -12; E: 1; F: 19; G: 0; H: -3; I: 18
CCOC(=O)c1ccc(NC(=O)CCC(=O)NCc2ccco2)cc1
  A: 7; B: 0; C: 11; D: -1; E: 0; F: -1; G: -1; H: -3; I: -5
CC1Cc2ccccc2N1Cc1cccc(S(=O)(=O)N(C)C)c1 (stereo not given)
  A: 5; B: 1; C: -16; D: -4; E: -11; F: 21; G: -2; H: -3; I: 10
COC(=O)c1ccccc1NC(=O)Nc1ccc(Cl)cn1
  A: 3; B: 2; C: -23; D: -11; E: 1; F: -12; G: 2; H: -1; I: -14
COc1ccc(-n2cnnc2SCC(=O)Nc2cccc(S(N)(=O)=O)c2)cc1
  A: 6; B: 6; C: -4; D: 4; E: 6; F: 18; G: 1; H: 1; I: -10

(further entries)
Assay codes – A = UBC13 inh; B = SENP7 inh; C = SENP6 inh; D = HKDC1 inhibitor; E = SENP8 block-1; F = SENP8 block-2; G = SENP1 inh; H = beta cell repl; I = PfGluPho inh
Cc1c(Cl)c([N+](=O)[O-])nn1CC(=O)NCC(C)C
  A: -4; B: 4; C: 4; D: -8; E: 4; F: 13; G: -2; H: -1; I: -14
Cc1sc2nc(SCC(N)=O)n(-c3ccccc3)c(=O)c2c1C
  A: 1; B: 3; C: -11; D: -5; E: -3; F: -4; G: 4; H: 2; I: 5
CCCCn1c(N)c(N(C(=O)CSc2nncn2-c2ccccc2C)C2CCCC2)c(=O)[nH]c1=O
  A: ·; B: ·; C: ·; D: -4; E: ·; F: 0; G: 0; H: ·; I: 5
Cc1ccccc1-c1n[nH]c(=S)n1C
  A: 8; B: 1; C: -14; D: -7; E: -7; F: 2; G: 3; H: 5; I: 20
COc1ccc2[nH]c(C(=O)NCCCN3CCCC3=O)c(C)c2c1
  A: 0; B: 0; C: 4; D: 3; E: -3; F: -284; G: 2; H: -1; I: 6
CC(C)Cn1c(/C=N/Nc2nc3ccccc3[nH]2)nc2ccccc21
  A: ·; B: ·; C: ·; D: -32; E: ·; F: 17; G: -3; H: ·; I: 7
O=C(COC(=O)/C=C/c1cccc(C(F)(F)F)c1)NC(c1ccccc1)c1ccccc1
  A: -2; B: 7; C: 15; D: 11; E: 5; F: 8; G: 3; H: -4; I: -19
c1ccc(-c2ccccc2OCCCN2CCOCC2)cc1
  A: -1; B: 9; C: -17; D: 4; E: -4; F: 16; G: 2; H: 1; I: 1

2 entries from above, as tab-separated lines:
Molecule	UBC13 inh	SENP7 inh	SENP6 inh	HKDC1 inhibitor	SENP8 block-1	SENP8 block-2	SENP1 inh	beta cell repl	PfGluPho inh
O=C(c1cc(-c2ccc3c(c2)OCO3)on1)N1CCOCC1	2	57*	67*	-7	32	-3	1	-5	-2
C=CCn1c(C)cc(C(=O)COC(=O)C2CC(=O)N(CCc3ccc(OC)c(OC)c3)C2)c1C (stereo not given)	-9	-13	-2	-5	-4	1	1	-5	-5
